RmlC RmlD mix: RmlC and RmlD coupled enzyme inhibitors, primary screen, biochemical, 384-well, compound mixtures, retest; AID 1532, 2009; inhibition, % at 5.5 µM; RmlC/RmlD coupled enzyme inhibition, 384-well mixture HTS; 110,000 tested, 0.39% active; in the data active means inhibition above about 30%, passing the limit was not always enough; inconclusive means no clear call, values can overlap the other calls; further: strong numbers were not always called active
HIV RNase H inh: HIV-1 RT RNase H inhibitors, primary screen, biochemical, fluorescence; Gag-Pol polyprotein (Human immunodeficiency virus type 1 group M subtype B (isolate …; RT-RNase H RNA/DNA duplex cleavage; inhibition, % at 10 µM; 65,000 tested, 1.9% active; AID 565, 2006; in the data active means inhibition above about 50%
Starred values were filed as active, the others as inactive; ? = inconclusive; · = not tested or not shown. Only part of the results is shown, so the mix of outcomes need not match the whole.

The line under a structure holds: RmlC RmlD mix, HIV RNase H inh
CC(C)N1C(=O)CC2(CC[N+](C)(CCOC(=O)C(c3ccccc3)c3ccccc3)CC2)C1=O (centres undefined)
 : -10, ·
Cc1ccc(NC(=O)COc2ccc(/C=C3/SC(=Nc4ccccc4)N(Cc4cccnc4)C3=O)cc2)cc1
 : 6, ·
CCS(=O)(=O)N1CCN(C(=O)CCC2CCCC2)CC1
 : -8, 1
COc1ccc(-n2c3c(cc(C(=O)Nc4ccc5c(c4)C(=O)NC5=O)c2=O)C(=O)CCC3)cc1
 : ·, -2
CCO[C@H]1OC(C(=O)NC2CC2)=C[C@@H](c2ccc(C(F)(F)F)cc2)[C@@H]1CCCO
 : 4, ·
O=C(Nc1cccnc1)C(Cc1ccccc1)n1cccc1 (centres undefined)
 : 7, 7
CCn1c(SC(C)C)nnc1-c1c[nH]c2ccccc12
 : 10, 0
O=C(Nc1ccccc1-c1nc2ccccc2s1)c1ccc(Br)o1
 : 1, ·
Nc1cc(=O)[nH]c(SCC(=O)Nc2ccc(F)c(Cl)c2)n1
 : -9, ·
CCOC(=O)c1nn(-c2ccccc2)c(=O)cc1SC(C)C
 : -14, ·
CCCSC1=C(C#N)C(c2ccc(O)c(OC)c2)CC(=O)N1 (centres undefined)
 : -11, -18
O=C(NCc1cccs1)C1CCN(S(=O)(=O)N2CCCC2)CC1
 : 6, -7
Cc1cc(Cl)ccc1OCCCC(=O)N1CCOCC1
 : -6, -27
O=C(COc1ccccc1)NCCn1ccc2ccccc21
 : 10, -7
CCN(CC)C(=O)CSC1=C(C#N)C(c2cccs2)C=C(C)N1 (centres undefined)
 : 5, -4

New compounds follow
The line under a structure holds: RmlC RmlD mix, HIV RNase H inh
COc1ccc(CCNC(=O)C2CCN(Cc3nc(-c4ccccc4F)oc3C)CC2)cc1OC
 : -9, 7
COc1cccc(C2C(C(C)=O)=C(O)C(=O)N2Cc2ccco2)c1 (centres undefined)
 : 7, ·
CCOC(=O)NC(=O)CSc1nnnn1-c1ccccc1
 : -9, 13
S=C1NCCc2ccc(Cl)cc2C1c1ccccc1 (centres undefined)
 : -21, ·
CCOc1ccc(Nc2nc(NCCN3CCOCC3)nc(OC)n2)cc1
 : -18, -15
COc1cc(O)oc1C=Nc1ccc(Cl)cc1
 : -7, ·
O=C1N2CCSC2=NC1(NS(=O)(=O)c1ccccc1)C(F)(F)F (centres undefined)
 : -8, 0
O=c1nc(-c2ccccc2)c2ccccc2[nH]1
 : 2, -21
O=C(c1cnn2c(C(F)F)cc(-c3ccccc3)nc12)N1CCOCC1
 : 10, -12
CCN(CC)S(=O)(=O)c1cc(F)ccc1OC
 : -11, ·
Cc1ccc(NC(=O)CSc2nc3ccccc3c3nc4ccccc4n23)cc1
 : 7, ·
C/C(=N\NC(=O)CC1N=C(Cc2ccccc2)NNC1=O)c1ccc(C)cc1 (centres undefined)
 : -14, ·
CCn1cc(C(=O)O)c(=O)c2cc(F)c(N3CCN(C)CC3)cc21
 : 5, ·
CC1CN(S(=O)(=O)c2ccc(Cl)c(S(=O)(=O)N3CC(C)OC(C)C3)c2)CC(C)O1 (centres undefined)
 : -14, -4
Cc1noc(C)c1CSc1nnc2c(C)cc3ccccc3n12
 : ·, -73

Later entries.
The line under a structure holds: RmlC RmlD mix, HIV RNase H inh
Cn1ccnc1SCc1cn2ccccc2n1
 : -10, -5
COc1cc(C(=O)N2CCCC(c3nc(-c4cccs4)no3)C2)cc(OC)c1OC (centres undefined)
 : 11, -8
COc1ccc(OCCSc2nc(N)cc(N)n2)cc1
 : 7, ·
Cc1ccc(CN2CC34C=CC(O3)C(C(=O)NCc3ccco3)C4C2=O)cc1 (centres undefined)
 : -6, -6
CCn1c(SCC(=O)NC(C)c2ccccc2)nc2ccccc21 (centres undefined)
 : 7, ·
CCOC(=O)C(Cc1ccccc1)NC(=O)CCc1c(C)nc2nc(C)nn2c1C (centres undefined)
 : -3, ·
COCc1cc(C)nc2sc(C(=O)N3CCCCC3)c(N)c12
 : 7, ·
Cc1ccccc1CN1CCN(C/C=C/c2ccccc2)CC1
 : 7, ·
Cc1ccc(CN2CCN(Cc3ccccc3C(F)(F)F)CC2)cc1
 : 1, ·
O=C(NC(=S)Nc1ccc(N2CCCCC2)cc1)c1ccco1
 : 5, ·
COc1ccc(CN(Cc2cc3cc(OC)c(OC)cc3[nH]c2=O)C(=O)NC2CCCCC2)cc1
 : 20, ·
Cc1cccc(NC(=S)N2N=CCC2c2ccccc2)c1 (centres undefined)
 : -16, ·
CCC(c1nnnn1C(C)(C)C)N1CCN(C2CCCC2)CC1 (centres undefined)
 : -6, 2
Cc1nc(Nc2ccc3c(c2)OCCO3)c2oc3ccccc3c2n1
 : 3, ·
CCOC(=O)COC(=O)c1ccc(O)cc1
 : -12, -9

Later entries:
The line under a structure holds: RmlC RmlD mix, HIV RNase H inh
CCOC(=O)c1ccccc1NC(=O)c1c(O)[nH]c(=O)[nH]c1=O
 : 3, ·
Cc1c(Cl)cccc1Nc1nc(N)nc(CSCCO)n1
 : 4, -8
Cn1nc([N+](=O)[O-])nc1N1CCN(c2ccc(F)cc2)CC1
 : 10, ·
COC(=O)CSc1nnc2n(C3CCCCC3)c(=O)c3c4c(sc3n12)CCCC4
 : -5, -5
Cc1cccc(-c2nnc(-c3ccccc3)o2)c1
 : -7, -34
CCCN(Cc1cc2cc(C)ccc2[nH]c1=O)S(C)(=O)=O
 : -19, -9
O=C1CCCCCN1CP(=O)(O)CN1CCOCC1
 : ·, -16
CCOc1ccc(C(=O)N(CN2CCCC2=O)c2ccccc2)cc1
 : 20, -24
Clc1ccccc1OCc1nnc(-c2ccccc2Br)o1
 : -13, -89
Oc1c(-c2cc(-c3ccco3)[nH]n2)ccc2ccccc12
 : -8, 24
O=C(NC1CCCCC1)N1CCc2ccccc21
 : 3, 9
OCC[C@@H]1C[C@H](O)[C@@H](O)[C@]2(CCCO2)O1
 : -9, ·
Cc1ccnc2nc(C(=O)Nc3cc(Cl)ccc3N3CCOCC3)nn12
 : -20, ·
O=C(CCCOc1ccc(Cl)cc1Cl)N1CCc2ccccc2C1
 : -7, ·
Cc1ccc(-n2cnc(=O)c3cccnc32)cc1
 : -11, ·

(further entries)
The line under a structure holds: RmlC RmlD mix, HIV RNase H inh
N#Cc1cccc(NC(=O)CSc2ccc3c4c(cccc24)C(=O)c2ccccc2-3)c1
 : 30, ·
CCN(CC)c1nc2cc(OC)ccc2cc1C#N
 : ·, -58
CCn1c(=O)c2c3c(sc2n2cnnc12)CCC3
 : 6, ·
COc1ccc(CCNC(=O)CN2CCN(Cc3ccc(F)cc3)C2=O)cc1OC
 : 5, ·
Cc1ccc(CCNC(=O)c2ccc(CS(=O)(=O)Cc3ccccc3F)o2)cc1
 : 9, ·
CCCn1c(CNS(=O)(=O)c2ccc(C)cc2)nc2ccccc21
 : -8, -7
O=C(C(Cc1ccccc1)n1cccc1)N1CCCCCC1 (centres undefined)
 : 8, -8
O=C(CCNc1n[nH]c(=O)[nH]c1=O)N1CCOCC1
 : 2, -9
COc1ccccc1C(=O)NCC(c1cccnc1)N(C)C (centres undefined)
 : 0, 43
CCCCC(=O)Nc1nc(C)c(C(C)=O)s1
 : -13, -11
COCCN1C(=O)c2cc(C(=O)Nc3ccc(C)c(F)c3)ccc2C1Nc1ccc(C)c(F)c1 (centres undefined)
 : 3, ·
COc1ccnc(Oc2ccccc2)c1C#N
 : ?, ·
C[C@H]1O[C@H]1P(=O)(O)O
 : 2, ·
C=CCOC(=O)C1=C(C)Nc2nnnn2C1c1ccc(OC)cc1OC (centres undefined)
 : -13, ·
O=C(COC(=O)c1cccc(S(=O)(=O)N2CCN(c3ccccc3)CC2)c1)NCc1ccco1
 : -8, 33

Two entries from above, field by field:
> CCS(=O)(=O)N1CCN(C(=O)CCC2CCCC2)CC1
  RmlC RmlD mix: -8	HIV RNase H inh: 1

> COc1ccc(-n2c3c(cc(C(=O)Nc4ccc5c(c4)C(=O)NC5=O)c2=O)C(=O)CCC3)cc1
  RmlC RmlD mix: ·	HIV RNase H inh: -2

Further entries follow.
The line under a structure holds: RmlC RmlD mix, HIV RNase H inh
CCOC(=O)c1c(-c2ccccc2)nc2c(C)cccn12
 : 11, ·
CCOC(=O)N1CCN(S(=O)(=O)c2ccc(OCC)c3ccccc23)CC1
 : 5, 27
CCCC12CN3CC(CCC)(CN(C1)C3C(O)C(O)C(O)CO)C2=O (centres undefined)
 : -11, -2
O=C(CCN1C(=O)c2ccncc2C1=O)Nc1ccc(F)cc1
 : -14, ·
COc1ccc(-c2nc(Cn3c(SCc4ccc(C)cc4)nc4ccncc43)c(C)o2)cc1OC
 : -7, ·
O=C1CCCCCN1Sc1ccccc1
 : -8, 38
O=C(Nc1nncs1)c1ccc(Br)c(S(=O)(=O)N2CCCC2)c1
 : -10, 7
Cc1ccc(-c2nnn(CC(=O)N(CC(=O)NCC3CCCO3)c3ccc(F)c(Cl)c3)n2)o1 (centres undefined)
 : -12, 1
Cc1ccc(-n2c(Cc3cccs3)nnc2SCC(=O)Nc2ccc(S(N)(=O)=O)cc2)cc1
 : -5, -7
COc1ccc2cc(C#N)c(NC(C)C)nc2c1
 : -19, -19
CCn1c(SCC(=O)Nc2nc3ccccc3s2)nnc1-c1ccc(OC)cc1
 : 0, -2
COc1ccc(/C=N/n2c(=O)[nH]c3c([nH]c4ccc(C)cc43)c2=O)cc1CN1CCOCC1
 : 10, 1
COc1ccc(CC(=O)Nc2ccc(S(=O)(=O)NC(C)C)cc2)cc1
 : 7, ·
COc1ccc(NC(=O)C2CCCN(S(=O)(=O)c3cnc[nH]3)C2)cc1 (centres undefined)
 : 7, -2
CCn1cc(C2=NOC(C(=O)Nc3cc(C)nn3-c3ccccc3)C2)c(C)n1 (centres undefined)
 : -11, -2

Further entries
The line under a structure holds: RmlC RmlD mix, HIV RNase H inh
CCOC(=O)CCC(=O)N1CCNC(=O)C1
 : -10, ·
O=C(Nc1ccc2c(c1)OCO2)c1cc2n(n1)C(C(F)(F)F)CC(c1ccccc1)N2 (centres undefined)
 : -9, 13
C=CCn1c(SCC(=O)Nc2cc(NC(C)=O)ccc2OC)nnc1-c1ccccn1
 : 11, -4
CCO[C@H]1OC(C(=O)N2CCOCC2)=C[C@@H](c2ccccc2)[C@@H]1CCCO
 : -6, ·
CNc1nc2c(c(=O)n(C)c(=O)n2C)n1Cc1ccccc1
 : -2, -1
COc1ccc(C(=O)OCC(=O)Nc2ccc(F)cc2F)cc1OC
 : -9, ·
OC(COc1ccc2cc(Br)ccc2c1)CN1CCCC1 (centres undefined)
 : 6, -1
O=C(COc1ccccc1O)Nc1ccc(Cl)cc1
 : 3, -1
CCNc1ccc(P(=S)(N(C)C)N(C)C)cc1
 : 7, -3
Cc1c(N=Cc2cccnc2)c(=O)n(-c2ccccc2)n1C
 : 7, ·
O=C(CSc1ncn[nH]1)NC1CC2CCC1C2 (centres undefined)
 : 7, -2
COCCn1nnnc1C(c1ccccc1)N1CCN(Cc2ccc3c(c2)OCO3)CC1 (centres undefined)
 : 11, -3
C=CCNC(=O)C1CCN(S(=O)(=O)CC)CC1
 : 9, 3
C=CCn1c(COc2ccccc2F)nnc1SCC(=O)NC(=O)NCc1ccco1
 : 8, 15
CCOC(=O)c1c(NC(=O)CSc2nnc(-c3ccc(OC)cc3)o2)sc2c1CCC2
 : -2, -2

Further entries
The line under a structure holds: RmlC RmlD mix, HIV RNase H inh
C#CCOCCOCCOCCNc1nc(N2CCN(C(=O)C([C@@H](C)CC)n3cc(C(N)Cc4ccc(O)cc4)nn3)CC2)nc(N2CCN(C(=O)[C@H](CCC(=O)O)n3cc(C(N)CC(C)C)nn3)CC2)n1 (some centres undefined)
 : 3, ·
Cc1cc(CN2C(=O)c3ccccc3C2=O)cc(N2CCOCC2)c1
 : -14, -34
CCc1nc(SCC(=O)c2ccc(C)c(C)c2)n[nH]1
 : 14, -89
CCc1ccc(OCCNC(=O)c2cccs2)cc1
 : -9, ·
O=C(NCc1ccccc1Cl)C1CCCN(S(=O)(=O)c2cccc3nsnc23)C1 (centres undefined)
 : -4, ·
CCCCCCc1cc2cc(-c3nnc(-c4ccccc4O)o3)c(=O)oc2cc1O
 : 162*, 46
C=C1CCN(Cc2ccccc2)S(=O)(=O)c2ccccc21
 : -14, ·
Cc1c(NC(=O)c2ccc(F)c(S(=O)(=O)N3CCOCC3)c2)c(=O)n(-c2ccccc2)n1C
 : -4, ·
N#Cc1cc2sc3nnc(-c4ccncc4)n3c2cc1C#N
 : -13, -17
CC1(C)Oc2ccc3ccc(=O)oc3c2/C(=C/N)C1=O
 : 13, -37
CCOC(=O)c1c(NC(=O)CSc2nnc(-c3ccncc3)n2Cc2ccco2)sc(C)c1C
 : 1, ·
COc1ccc(C(=O)Nc2ccc(S(=O)(=O)N3CCOCC3)cc2)cc1OC
 : 6, -3
CC(=O)N(CC(=O)O)c1ccccc1C(=O)O
 : -7, -5
COC(=O)[C@H](Cc1ccccc1)NC(=O)NCc1ccc(S(N)(=O)=O)cc1
 : -7, -2
CN(C)CCN=Cc1c(O)n(Cc2ccco2)c(=O)[nH]c1=O
 : -3, ·

Single records, as listed above. Screens in order: RmlC RmlD mix, HIV RNase H inh
`CN(C)CCN=Cc1c(O)n(Cc2ccco2)c(=O)[nH]c1=O` is listed with -3, ·
`COc1cccc(C2C(C(C)=O)=C(O)C(=O)N2Cc2ccco2)c1` (centres undefined) is listed with 7, ·
`CC(C)N1C(=O)CC2(CC[N+](C)(CCOC(=O)C(c3ccccc3)c3ccccc3)CC2)C1=O` (centres undefined) is listed with -10, ·

(next part)
The line under a structure holds: RmlC RmlD mix, HIV RNase H inh
CSc1ccc(Cl)c(C(=O)OCC(=O)NCc2ccco2)c1
 : 4, -37
COc1cc(OC)c(C2=NOC(C(=O)N3CCCc4ccccc43)C2)cc1Cl (centres undefined)
 : -2, ·
CC1=C(C(=O)OC2CCCCCC2)C(c2ccc(C)o2)C2=C(CCCC2=O)N1 (centres undefined)
 : ·, 13
O=C(CN1CCN(c2ccc(F)cc2)CC1)N1CCOCC1
 : -11, -19

Assay outcomes as filed in PubChem.
